GAA850 FXN act: increases GAA850 frataxin promoter reporter activity; HEK293 lucGAA850 FXN promoter luciferase reporter, 24 h; percent of 10 µM SAHA response; activation, % at 6 µM; 360,000 compounds, 0.56% hits; AID 540364;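 active = activation above the average of all compounds screened plus 3 SD, cutoff fixed separately per campaign, cut at about 7.5% in these data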;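 note: 0% = DMSO wells and 100% = 10 µM SAHA wells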
SMARCA2 act: increases SMARCA2 function in MMTV reporter cells; MG213 cells, MMTV-luciferase reporter, dexamethasone, overnight; activation, % at 9.1 µM; 370,000 compounds, 1% hits; AID 652017; in the data active = activation above about 7.8%;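 note: 0% = vehicle wells and 100% = reference activator wells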
DAX1 inh-1: inhibitors of human orphan nuclear receptor DAX1 (NR0B1). HEK293 Gal4-DAX1 luciferase reporter, luminescence. inhibition, % at 6.75 µM. 340,000 compounds, 0.99% hits. AID 504766;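 active = inhibition above the mean over all tested compounds plus 3 SD, cut at about 4.2% in these data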;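 note: 0% = DAX1-transfected cells with DMSO and 100% = empty-vector control cells with DMSO; inhibition shows as a rise in luminescence from relieved DAX1 repression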
hgDAF12 agonist: activates the H. glycines DAF-12 receptor ligand-binding domain | HEK293 GAL4-hgDAF12 UAS-luciferase reporter, agonist luminescence; normalized to butyrate control | activation, % at 6.8 µM | 370,000 compounds, 1.8% hits | AID 687014;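 active = activation above a cutoff set at the mean of all screened compounds plus 3 SD, cut at about 10% in these data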;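 note: 0% = DMSO wells and 100% = sodium butyrate wells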
GC-B act: GC-B (human) receptor activation; P20594; HEK293-GC-B cells, CNP EC30, cGMP TR-FRET; 0% at EC30 CNP, 100% saturating CNP; activation, % at 10 µM; 370,000 compounds, 0.11% hits; AID 1920062;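 active = activation at 10 µM reaching about 35% in either raw or pattern-adjusted values, limit read from the data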
Target sequence (P20594 whole entry, looked up): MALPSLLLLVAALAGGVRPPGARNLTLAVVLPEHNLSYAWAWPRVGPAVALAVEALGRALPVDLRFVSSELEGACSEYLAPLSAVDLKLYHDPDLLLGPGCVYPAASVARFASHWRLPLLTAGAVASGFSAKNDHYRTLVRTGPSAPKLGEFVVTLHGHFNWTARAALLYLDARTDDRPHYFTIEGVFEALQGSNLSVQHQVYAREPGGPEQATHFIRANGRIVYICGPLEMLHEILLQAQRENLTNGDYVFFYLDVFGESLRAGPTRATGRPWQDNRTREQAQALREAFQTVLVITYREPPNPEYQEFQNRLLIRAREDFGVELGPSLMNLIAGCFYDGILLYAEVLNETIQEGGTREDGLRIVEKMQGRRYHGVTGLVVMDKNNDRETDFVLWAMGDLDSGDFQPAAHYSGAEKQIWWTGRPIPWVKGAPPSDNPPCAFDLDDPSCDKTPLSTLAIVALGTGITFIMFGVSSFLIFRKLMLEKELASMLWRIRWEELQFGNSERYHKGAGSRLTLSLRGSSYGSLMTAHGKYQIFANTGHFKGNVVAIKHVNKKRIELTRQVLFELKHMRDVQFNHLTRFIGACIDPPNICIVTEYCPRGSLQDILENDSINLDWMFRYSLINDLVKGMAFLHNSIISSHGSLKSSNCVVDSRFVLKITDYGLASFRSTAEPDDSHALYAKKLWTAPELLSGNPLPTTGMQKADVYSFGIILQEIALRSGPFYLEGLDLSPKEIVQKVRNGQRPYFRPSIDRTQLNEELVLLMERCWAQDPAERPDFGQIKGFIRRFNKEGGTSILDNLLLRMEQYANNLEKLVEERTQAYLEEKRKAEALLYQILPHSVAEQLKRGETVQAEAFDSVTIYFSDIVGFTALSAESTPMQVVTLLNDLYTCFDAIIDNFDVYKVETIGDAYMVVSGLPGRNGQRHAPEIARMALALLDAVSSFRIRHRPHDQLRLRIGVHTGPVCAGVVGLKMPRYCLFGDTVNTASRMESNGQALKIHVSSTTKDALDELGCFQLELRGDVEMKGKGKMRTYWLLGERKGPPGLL
KLK7 zymogen act: activators of human kallikrein-7 zymogen; P49862; purified proKLK7, EDANS-DABCYL substrate fluorescence; 100% is mature enzyme control, 0% vehicle; activation, % at 7 µM; 370,000 compounds, 0.9% hits;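 active = activation above the mean of all tested compounds plus 3 SD, computed per campaign excluding outliers beyond control limits, cut at about 13% in these data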
HGIII-sPLA2 inh: Inhibits HGIII-sPLA2 liposome hydrolysis, primary screen; 370,000 compounds, 0.56% hits; inhibition, % at 12.2 µM; Q9NZ20; QFRET BODIPY PC-A2 liposome hydrolysis, fluorescence;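 active = inhibition above mean plus 3 SD of compounds lying within the high and low control bounds, cut at about 19% in these data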;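 note: 0% = median of test compound wells and 100% = no enzyme DMSO wells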
NPR1 activator: GC-A (human) enzyme activation. HEK293 GC-A cells, cGMP TR-FRET, EC30 ANP; 0% at EC30 ANP, 100% saturating ANP. activation, % at 10 µM. 370,000 compounds, 0.14% hits. AID 1671463; in the data active = activation above about 40%
ssDAF12 agonist: S. stercoralis DAF-12 activation, primary screen. AID 652126. activation, % at 6.8 µM. 370,000 compounds, 1% hits. HEK293 ssDAF-12/GRIP1 lit1-tk-luc reporter, luminescence; % of 3 µM dafachronic acid response;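 active = activation above the mean over all tested compounds plus 3 SD, cut at about 0.9% in these data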;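 note: 0% = DMSO-only wells and 100% = 3 µM delta7-dafachronic acid wells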
hcDAF12 agonist: H. contortus DAF-12 activation, primary screen; 370,000 compounds, 1.4% hits; activation, % at 6.8 µM; HEK293 hcDAF-12 lit1-tk-luc reporter, luminescence; 0% DMSO, 100% Δ7-dafachronic acid;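 active = activation above the mean of all tested compounds plus 3 SD, cut at about 5.5% in these data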;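 note: 100% = response to 3 µM Δ7-dafachronic acid high control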
DAX1 inh-2: DAX1 (NR0B1) inhibition, primary screen; AID 652010; inhibition, % at 6.8 µM; 370,000 compounds, 1.1% hits; HEK293T StAR-luciferase reporter, SF-1/DAX-1 repression relief;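 active = inhibition above the mean over all tested compounds plus 3 SD, cut at about 3.6% in these data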;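 note: 0% = DAX-1 cells with DMSO and 100% = cells lacking DAX-1 with DMSO; higher inhibition means more luminescence from relief of DAX-1 repression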
An asterisk follows results filed as active; nt = not tested or not shown.

SMILES	GAA850 FXN act	SMARCA2 act	DAX1 inh-1	hgDAF12 agonist	GC-B act	KLK7 zymogen act	HGIII-sPLA2 inh	NPR1 activator	ssDAF12 agonist	hcDAF12 agonist	DAX1 inh-2
Cc1ccc(CC(=O)Nc2ccccc2-c2ccccc2)cc1C	0.4	-1	0.7	-2.6	-5	-0.2	-2	-3	-1.2	-2.2	-0.6
Cn1cccc1-c1nc2ccc(NC(=O)c3ccc([N+](=O)[O-])cc3)cc2[nH]1	1.7	4	-2.4	-1.7	20	-0.6	-16	22	-2.1	-2.4	-2.2
Cc1ccccc1CNC(=O)c1ccccc1N(C)S(=O)(=O)c1ccccc1	0.9	-2	-0.3	-1.2	1	0.6	-4	-3	-2.1	-4.0	-0.1
Cc1cc(/C=N/NC(=O)c2ccccn2)c(C)n1-c1cccc([N+](=O)[O-])c1	2.4	1	1.5	8.1	3	-0.1	2	-7	-0.5	-1.1	1.1
COc1cccc(/C(O)=C2\C(=O)C(=O)N(c3ccccn3)C2c2ccccc2OC)c1 (stereo unspecified)	0.3	0	1.7	-1.4	-2	1.1	-5	-1	-0.5	0.8	0.2
CC(C)(C)c1ccc(C(=O)NCC(=O)OCC(=O)NC(=O)NC2CCCC2)cc1	0.4	-1	-0.6	-2.3	-3	-0.1	4	0	-1.4	2.1	1.0
CS(=O)(=O)N(CC(=O)Nc1cccnc1)c1ccc2c(c1)OCCO2	1.5	-1	-1.1	-2.0	2	0.0	-1	-1	-1.1	2.8	-0.4
COc1ccccc1NC(=O)/C=C1\NC(=O)CS1	0.0	0	2.2	2.1	-1	0.3	-6	-4	-1.3	-0.9	1.0
CC(=O)c1cc(C#N)c(NCc2cc(-c3ccccc3)no2)nc1C	1.3	-3	-2.1	-3.0	-2	-0.5	-2	1	-1.7	2.0	-0.3
COC(=O)C[C@H]1CC[C@@H]2[C@@H](COc3ccc(NC(=O)Nc4cccc(C)c4)cc3C(=O)N2C)O1	nt	-3	nt	4.0	8	0.2	-10	-1	-0.6	-1.1	-0.6
O=C(NCCc1ccccc1)c1ccccc1C(=O)NCCc1ccccc1	1.4	1	nt	1.5	1	0.1	-5	0	-0.9	1.4	0.9
CCOC(=O)c1ccc(N2CSC3=C(C#N)C(c4ccc(OC)cc4OC)CC(=O)N3C2)cc1 (stereo unspecified)	1.1	1	0.0	-1.5	2	0.4	-4	-2	-1.2	-0.4	0.7
C=CCN1[C@@H](Cc2ccccc2)COc2cc(F)ccc2S1(=O)=O	nt	0	nt	1.8	1	0.1	3	5	-1.7	-1.7	-2.0
COc1cc2ccccc2cc1C(=O)Nc1nnc(-c2ccncc2)o1	2.7	-1	0.1	-3.6	8	0.6	-1	-5	-1.3	-1.7	-1.1
Cc1ccc(S(=O)(=O)N2CCN(C(=O)COC(=O)/C=C/c3ccc(Cl)cc3)CC2)c(C)c1	3.7	-1	0.5	-1.0	-1	0.0	2	3	-1.0	-1.2	1.3
COc1ccc(CCNC(=O)CCCCCNC(=O)N2CCn3c2nc2ccccc23)cc1OC	-2.1	0	0.5	-0.9	-1	-0.3	-1	2	-1.5	-0.5	-0.6
Cc1ccccc1CSCC(=O)c1c(N)n(C)c(=O)n(C)c1=O	4.9	2	0.4	3.8	-1	0.7	-8	3	-2.1	-1.0	1.2
O=C(OCC(=O)N1CCCCCC1)c1ccc(Cl)nc1	1.2	4	-0.7	-2.9	-4	0.3	-2	2	-1.0	1.2	1.1
CCOc1ccc(-c2c(C)sc3nc[nH]c(=O)c23)cc1	-0.8	-3	-1.2	-2.9	0	-0.9	-1	-4	-1.4	-2.7	-1.0
Cc1ccnc2c(N3C(=O)C4C5C=CC(C5)C4C3=O)cccc12 (stereo unspecified)	1.9	0	1.7	-1.8	3	0.4	-3	3	-1.4	0.8	-0.3
Cc1ccc(C(=O)Nc2cccc(C(=O)N3CCOCC3)c2)cc1Cl	3.0	0	0.6	2.9	-1	0.1	4	4	-1.1	2.2	1.6
CCOC(=O)C1=C(N)OC2=C(C(=O)CC(C)(C)C2)C1c1ccoc1 (stereo unspecified)	0.9	-2	0.4	-0.1	-1	0.6	1	3	0.1	-0.9	-0.1
CCC(=O)N1CCN(c2ccc(Cl)cc2NC(=O)Cc2ccccc2)CC1	-2.0	4	-0.8	0.3	-7	-0.1	-5	-7	-1.5	-0.3	0.3
O=C(CSc1cccc[n+]1[O-])CSc1cccc[n+]1[O-]	-0.6	7	-1.1	-1.7	-1	0.1	3	-1	-0.7	1.5	-0.7
Cc1ccc(Nc2n[nH]c(=S)s2)cc1	0.5	0	2.2	6.4	-2	-0.3	24*	3	0.1	2.4	0.7

(listing goes on)
SMILES	GAA850 FXN act	SMARCA2 act	DAX1 inh-1	hgDAF12 agonist	GC-B act	KLK7 zymogen act	HGIII-sPLA2 inh	NPR1 activator	ssDAF12 agonist	hcDAF12 agonist	DAX1 inh-2
N#Cc1ccsc1NC(=O)C1=COCCO1	0.4	-3	0.2	2.9	2	0.2	7	1	-0.7	0.3	1.3
Cc1ccc2c(c1)N(CC(=O)NCCCN1CC(C)CC(C)C1)C(=O)c1cccnc1O2 (stereo unspecified)	-0.4	0	2.9	-0.1	-4	0.1	-6	-7	-1.6	-2.0	0.3
C/C(CC(=O)Nc1cc(Cl)ccc1C)=N\NC(N)=O	0.5	-1	-0.3	1.7	7	-2.7	-7	4	-1.6	-1.4	-0.4
CCCCN(C(=O)c1ccc(N(C)S(=O)(=O)c2ccc(C)cc2)cc1)c1c(N)n(CCC)c(=O)[nH]c1=O	0.1	-2	0.8	-0.2	1	-0.8	4	-2	-1.0	0.0	0.9
Cc1ccc(C(=O)NCC(=O)N2CCCCCC2)cc1	1.9	4	0.1	4.8	-1	-0.4	5	-4	-0.1	2.5	0.3
COCc1nnc(NC(=O)C2CC(=O)N(c3ccc(C)c(Cl)c3)C2)s1 (stereo unspecified)	0.5	3	-0.5	-1.7	-3	0.6	3	2	-0.7	-0.8	-0.2
O=C(c1cc2cc([N+](=O)[O-])ccc2s1)N1CCOCC1	0.8	-3	1.1	8.1	0	0.2	3	-1	-1.4	-0.5	-0.3
COCCCN(Cc1ccco1)C(=O)Cn1ncc2c([nH]c3ccccc32)c1=O	-0.7	-4	-0.3	-4.3	12	-0.3	-10	2	0.0	-1.3	-4.1
O=S(=O)(c1cc(Cl)ccc1Br)N1CCCCC1	1.8	-2	1.0	-1.2	2	0.4	4	-1	-1.6	0.3	0.7
CC(C)C(O)C1CCN(Cc2nc(Cc3ccccc3Cl)no2)CC1 (stereo unspecified)	1.0	-1	-1.0	1.9	1	-0.2	-19	1	-1.2	-1.2	0.2
O=C(NC1CCCC1)C(c1c[nH]c2ccccc12)N(C(=O)Cn1nnc(-c2ccc(Cl)cc2)n1)c1ccccc1 (stereo unspecified)	-1.7	0	0.6	2.1	0	0.3	-11	-9	-0.9	-1.3	-0.7
COc1c(C)cc(C(=O)C2CCCN(Cc3cccc4nccnc34)C2)cc1C (stereo unspecified)	-1.1	3	-1.7	-3.4	-6	0.1	-5	-4	-2.1	-2.5	-0.8
COc1ccc(-c2nc3ccccc3s2)cc1	1.0	3	-2.1	13*	1	0.2	2	3	0.4	12*	6.1*
O=C(COc1cccnc1[N+](=O)[O-])NCc1ccco1	2.3	-1	-1.3	0.0	3	0.2	0	2	-1.8	-1.0	-0.8
Cc1cc(C)c(S(=O)(=O)Nc2ccncc2)cc1C	1.1	-1	0.7	-2.8	2	0.0	-56	-1	-0.7	-2.5	-0.5
CCN(CC)S(=O)(=O)c1ccc(S(=O)(=O)N2CCC(N3CCCCC3)CC2)cc1	0.1	-1	0.6	-0.9	-1	0.3	-2	-3	-0.9	0.6	0.1
C=C(C)C(=O)Nc1cccc(C(C)=O)c1	0.8	-3	-0.8	-1.0	0	0.3	1	3	-0.9	-1.0	-0.6
Cc1ccc(OCCOc2ccc(S(=O)(=O)N3CCCC3)cc2C(N)=O)cc1	0.1	0	0.1	1.0	0	-0.2	0	-1	-1.3	-0.5	-0.3
O=C1CSC(c2cccc(F)c2)N1c1ccccc1 (stereo unspecified)	1.3	-1	1.0	1.6	12	0.1	3	5	-1.5	1.2	-0.1
COc1ccc(/C(C)=N\n2cnnc2)cc1	2.0	2	0.8	-0.2	2	-0.1	4	0	-1.4	-1.4	0.0
COc1ccc(C(=O)NC(C)Cc2cnccn2)cc1OC1CCN(C(C)C)CC1 (stereo unspecified)	1.0	-2	0.4	-0.6	3	-0.9	-2	1	-1.6	0.2	-0.6
O=C1CCCC2=C1C(c1cccs1)CC(=O)N2c1ccc(F)cc1 (stereo unspecified)	-0.3	-4	0.0	-0.8	4	-0.6	4	-3	-1.3	0.4	-0.3
O=C(Nc1ccnn1C1CCN(Cc2c(F)cccc2Cl)CC1)C1CCCC1	-1.0	-2	-0.4	-0.9	-3	0.6	-2	4	-1.1	-2.4	-0.3
O=[N+]([O-])c1ccc(N2CCc3ccccc3C2)nc1	5.2	1	1.7	2.1	-8	0.6	0	4	-1.0	-0.7	0.4
Cc1ccc(COc2ccc(S(=O)(=O)N3CCCC3)cc2C(N)=O)cc1	0.8	-1	-0.9	-1.8	3	0.0	0	3	-0.5	-1.0	-0.1

A second format for some results above:
Value order – GAA850 FXN act	SMARCA2 act	DAX1 inh-1	hgDAF12 agonist	GC-B act	KLK7 zymogen act	HGIII-sPLA2 inh	NPR1 activator	ssDAF12 agonist	hcDAF12 agonist	DAX1 inh-2
- O=C(NC1CCCC1)C(c1c[nH]c2ccccc12)N(C(=O)Cn1nnc(-c2ccc(Cl)cc2)n1)c1ccccc1 (stereo unspecified)
    -1.7	0	0.6	2.1	0	0.3	-11	-9	-0.9	-1.3	-0.7
- COc1c(C)cc(C(=O)C2CCCN(Cc3cccc4nccnc34)C2)cc1C (stereo unspecified)
    -1.1	3	-1.7	-3.4	-6	0.1	-5	-4	-2.1	-2.5	-0.8

Continued.
SMILES	GAA850 FXN act	SMARCA2 act	DAX1 inh-1	hgDAF12 agonist	GC-B act	KLK7 zymogen act	HGIII-sPLA2 inh	NPR1 activator	ssDAF12 agonist	hcDAF12 agonist	DAX1 inh-2
CC(=O)OCCN1c2ccccc2Sc2cnccc21	-3.4	1	-0.4	11*	2	0.8	5	-5	-1.1	-2.4	0.1
CCOC(=O)C1=C(C)NC2=C(C(=O)CCC2)C1c1coc2ccccc2c1=O (stereo unspecified)	1.8	1	0.2	4.8	-4	-3.6	1	-20	-0.8	6.8*	-0.1
Fc1ccccc1CNC(=S)Nc1ccc(Cl)cc1	-0.1	2	-0.8	1.1	2	0.5	-8	4	-1.3	-0.6	-1.4
C=CCOc1ccc(C[C@H](N)C(=O)NC[C@H]2O[C@@H](n3ccc(N)nc3=O)[C@H](O)[C@@H]2O)cc1	0.9	0	0.6	-0.4	0	0.3	3	1	-0.7	-0.2	-0.9
Cc1ccc(C(O)CN2C3=NCCN3c3ccccc32)cc1 (stereo unspecified)	-1.4	-1	-0.1	-4.3	-6	0.0	8	-12	-1.9	-2.3	0.0
CN(CCc1cnn(C)c1)Cc1cn(C)nc1-c1ccccc1F	0.7	-2	-0.6	-0.9	-1	-0.2	-1	3	-1.2	-0.4	0.2
O=C(NCc1c(F)cccc1F)C1CCC(CNS(=O)(=O)c2cccc3cccnc23)CC1 (stereo unspecified)	nt	4	nt	-3.3	-4	-0.2	-3	3	-1.1	-2.2	-0.9
